EBI2 antag: EBI2 (human) antagonism | P32249 | actives 0.81% (n = 360,000) | inhibition, % at 5 µM | EBI2 beta-arrestin recruitment, luminescence, 7a,25-OHC stimulated | AID 651636; in the data active means inhibition above about 38%;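 further: enzyme fragment complementation signal reports receptor beta-arrestin coupling in cells; 0% = agonist plus DMSO wells and 100% = wells without agonist; some results beyond the cut were filed as inactive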
Target sequence (P32249 whole entry, looked up, the tested form may be a part): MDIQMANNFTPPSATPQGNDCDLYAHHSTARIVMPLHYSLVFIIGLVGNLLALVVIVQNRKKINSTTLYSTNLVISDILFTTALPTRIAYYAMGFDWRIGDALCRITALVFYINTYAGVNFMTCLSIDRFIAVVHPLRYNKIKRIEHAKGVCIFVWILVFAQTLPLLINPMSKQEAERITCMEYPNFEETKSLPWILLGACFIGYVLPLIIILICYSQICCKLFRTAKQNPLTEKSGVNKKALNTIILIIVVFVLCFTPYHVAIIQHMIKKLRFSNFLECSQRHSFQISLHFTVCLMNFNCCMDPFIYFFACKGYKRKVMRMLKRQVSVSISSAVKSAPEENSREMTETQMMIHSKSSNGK
697 NFkB inh: lowers PMA/ionomycin-induced NF-kB signal in 697 B cells; actives 0.33% (n = 330,000); inhibition, % at 4 µM; 697 B-cell NF-kB luciferase reporter, 16 h; in the data active means inhibition above about 35%
UPR CHOP act: activators of apoptotic arm of unfolded protein response (CHOP); CHO-CHOP luciferase reporter, UPR activation, luminescence; percent of tunicamycin response over DMSO baseline; activation, % at 10 µM; actives 0.34% (n = 330,000);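 active means at 10 µM dose, activation of 40% or more, normalized to positive control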;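 further: 100% = tunicamycin at 10 µg/mL and 0% = DMSO alone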
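measured by = luciferase luminescence | assay system = CHO-CHOP cells, stable luciferase reporter of PERK-eIF2a-CHOP signalling | amount = 500 reporter cells seeded per well | timing = 6 h compound exposure at 37 °C after overnight seeding | controls = positive tunicamycin 10 µg/mL, negative DMSO alone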
Jurkat NFkB inh: inhibitors of the PMA/ionomycin-induced NF-kB reporter in Jurkat cells; AID 435003; inhibition, % at 4 µM; actives 0.53% (n = 330,000); PMA/ionomycin-induced NF-kB luciferase reporter, luminescence; in the data active means inhibition above about 50%
CCR6 antagonist: antagonists of human CCR6 receptor | P51684 | CHO-K1 CCR6 PathHunter beta-arrestin, luminescence, CCL20-stimulated | inhibition, % at 20 µM | actives 0.49% (n = 340,000) | AID 493098;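 active means compounds whose inhibition of the agonist-driven luminescence signal at 20 µM reaches about 50%, limit read from the data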;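 further: cells stimulated with CCL20 at 14 nM final; plate controls were DMSO with CCL20 for no effect and DMSO without agonist for full effect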
Target sequence (P51684 whole entry, looked up): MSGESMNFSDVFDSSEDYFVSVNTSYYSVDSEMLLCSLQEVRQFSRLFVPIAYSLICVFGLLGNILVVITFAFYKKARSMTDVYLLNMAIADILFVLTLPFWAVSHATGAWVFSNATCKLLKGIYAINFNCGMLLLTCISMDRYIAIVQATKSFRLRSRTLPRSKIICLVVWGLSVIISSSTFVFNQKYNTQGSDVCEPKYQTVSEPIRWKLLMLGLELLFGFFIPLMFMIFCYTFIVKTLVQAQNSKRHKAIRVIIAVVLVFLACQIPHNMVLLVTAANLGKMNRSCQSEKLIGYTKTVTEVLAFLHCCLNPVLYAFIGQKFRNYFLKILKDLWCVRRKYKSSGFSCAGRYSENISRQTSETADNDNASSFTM
UPR XBP1 act: adaptive UPR (XBP1) activation | CHO-XBP1 luciferase reporter, IRE1-XBP1 UPR activation, luminescence; percent of tunicamycin response, DMSO as zero | AID 463104 | activation, % at 20 µM | actives 0.33% (n = 330,000);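 active means versus positive control, 20 µM dose yields 30% or more activation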;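 further: 100% = tunicamycin at 10 µg/mL and 0% = DMSO only wells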
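Material: CHO cell line with stable XBP1 luciferase reporter; buffer or medium: F12 medium containing 10% fetal bovine serum; compound: single point, 20 µM final compound, 1% DMSO; incubation: 6 h treatment, 37 °C; measured by: glow luminescence from Steady-Glo reagent; evaluation: activation, % of tunicamycin; control set: tunicamycin high, DMSO low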
Gli-Sufu block: Gli-Sufu pathway antagonism; inhibition, % at 5 µM; Sufu-KO-LIGHT fibroblasts, Gli luciferase reporter luminescence; actives 0.74% (n = 340,000);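 active means inhibition above about 55%, limit read from the data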;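 further: 0% = DMSO-treated cells and 100% = wells with medium but no cells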
Mdm2 MdmX PPI: inhibitors of human Mdm2/MdmX interaction | O15151+Q00987 | SaOS-2 split-luciferase Mdm2/MdmX complementation, luminescence | inhibition, % at 8 µM | actives 3% (n = 330,000);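 active means inhibition of at least 50% at 8 µM in the primary screen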
CXCR6 inh: inhibitors of human CXCR6 receptor | CHO-K1 PathHunter CXCR6 beta-arrestin, luminescence | O00574 | AID 602244 | actives 0.36% (n = 360,000) | inhibition, % at 20 µM; in the data active means inhibition above about 34%, passing the limit was not always enough;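 further: antagonist mode with CXCL16 agonist at 10 nM final; 0% = 10 nM CXCL16 with DMSO and 100% = unstimulated wells without agonist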
Target sequence (O00574 whole entry, looked up): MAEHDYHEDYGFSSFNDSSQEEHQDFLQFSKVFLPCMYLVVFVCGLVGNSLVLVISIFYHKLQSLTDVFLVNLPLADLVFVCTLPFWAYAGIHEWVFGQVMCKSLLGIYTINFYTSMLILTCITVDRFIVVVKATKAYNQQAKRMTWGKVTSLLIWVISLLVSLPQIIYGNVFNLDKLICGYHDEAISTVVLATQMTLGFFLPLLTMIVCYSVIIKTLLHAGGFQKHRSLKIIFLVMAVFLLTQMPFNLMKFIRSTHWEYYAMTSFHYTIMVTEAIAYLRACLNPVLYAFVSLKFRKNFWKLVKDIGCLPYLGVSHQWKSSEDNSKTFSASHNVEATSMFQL
An asterisk follows results filed as active; . = not tested or not shown.

Key to letters – A = EBI2 antag; B = 697 NFkB inh; C = UPR CHOP act; D = Jurkat NFkB inh; E = CCR6 antagonist; F = UPR XBP1 act; G = Gli-Sufu block; H = Mdm2 MdmX PPI; I = CXCR6 inh
> Cc1cc(/C=N/NC(N)=O)c(C)n1C1CCCCC1
  A = -1	B = -4	C = 1.4	D = -3	E = -8	F = 5	G = -9	H = 12	I = -1
> OC[C@H]1O[C@@H](n2cnc3c(NC4CCCC4)nc(Cl)nc32)[C@H](O)[C@@H]1O
  A = -1	B = -10	C = -0.3	D = 6	E = 11	F = -8	G = -3	H = 17	I = -5
> O=C(C1=C(O)C(=O)N(CCCn2ccnc2)C1c1ccc(F)cc1)c1ccco1 (stereo unspecified)
  A = 10	B = 4	C = -0.3	D = 9	E = .	F = 0	G = .	H = 0	I = 1
> COc1cc(NC(=S)NCCCN2CCOCC2)cc(OC)c1OC
  A = -1	B = -10	C = -1.2	D = -14	E = 6	F = 0	G = -4	H = -17	I = -5
> O=C(CN1C(=O)CSc2ccccc21)NCCC1=CCCCC1
  A = 6	B = -3	C = -1.4	D = -3	E = 7	F = -4	G = 11	H = 10	I = 3
> COc1cc(CNCCCN2CCOCC2)c(Br)cc1OC(C)C
  A = 3	B = -13	C = 1.4	D = -24	E = 8	F = -1	G = 20	H = -3	I = -19
> O=C(NCc1ccco1)c1ccc2nccnc2c1
  A = 6	B = 5	C = 0.1	D = 14	E = 8	F = -2	G = 9	H = 3	I = -10
> CSc1ncccc1C(=O)Nc1cc(C)ccn1
  A = 3	B = 5	C = 0.4	D = 11	E = 6	F = -1	G = -14	H = 16	I = 7
> CC(=O)NNS(=O)(=O)c1ccccc1[N+](=O)[O-]
  A = -15	B = 0	C = -0.8	D = -3	E = -10	F = 1	G = 5	H = -26	I = 4
> Cc1cccc(C(=O)NC(C)C2CC3CCC2C3)c1 (stereo unspecified)
  A = 5	B = 5	C = 1.7	D = -7	E = -2	F = -3	G = 0	H = -6	I = 7
> CCC(=O)Oc1cccc(C(=O)Nc2cccc(NC(=O)c3ccco3)c2)c1
  A = 0	B = 9	C = 0.6	D = -19	E = 13	F = 2	G = -18	H = 8	I = 0
> CCCNC(=O)C(=O)NCCC1=CCCCC1
  A = -3	B = -9	C = 2.2	D = -2	E = 5	F = 0	G = -12	H = 16	I = -6
> CN(C)c1ccc(-c2ccccc2)nn1
  A = -1	B = -62	C = 5.9	D = -75	E = 5	F = 0	G = -58	H = -75	I = 1
> COc1nccnc1NS(=O)(=O)c1ccc(N=Cc2c(C)[nH]n(-c3ccccc3)c2=O)cc1
  A = -6	B = 1	C = 4.4	D = -9	E = 16	F = 1	G = -5	H = -10	I = 5
> COC(=O)c1c(NC(=O)CC2Nc3cc(C)c(C)cc3NC2=O)sc(C)c1C (stereo unspecified)
  A = -3	B = -13	C = 2.4	D = -17	E = -3	F = 1	G = -19	H = 9	I = 0
> CC(=O)c1ccc(NCC2COc3ccccc3O2)c([N+](=O)[O-])c1 (stereo unspecified)
  A = 11	B = -177	C = 4.4	D = -105	E = 22	F = 2	G = -106	H = -149	I = 12
> COC(=O)C1=C(C(=O)c2ccccc2)C(c2ccccc2)n2nnnc2N1 (stereo unspecified)
  A = -5	B = 7	C = -3.0	D = -1	E = 24	F = 2	G = 20	H = 10	I = 11
> COCCn1c(SCC(=O)c2c(-c3ccccc3)n(C)c3ccccc23)nnc1-c1ccncc1
  A = -11	B = -31	C = 1.5	D = 33	E = 9	F = 9	G = 1	H = -1	I = 0
> COc1ccc(C(=O)Nc2nc(CC(=O)NCc3ccc(F)cc3)cs2)cc1
  A = 8	B = -3	C = 2.9	D = 2	E = 10	F = -3	G = -22	H = 24	I = -10
> CC(=O)c1c(C)[nH]c(C(=O)OCCOc2ccccc2)c1C
  A = -5	B = -253	C = -4.2	D = -141	E = 2	F = -5	G = -77	H = -11	I = -9
> O=[N+]([O-])c1ccccc1/C=C/CN1CCSCC1
  A = 7	B = -8	C = -1.8	D = -11	E = 8	F = -2	G = 13	H = 7	I = 0
> CC1(C)CC(=O)C=C(Nc2ccc(Cl)c(Br)c2)C1
  A = -3	B = -6	C = 3.0	D = -11	E = 2	F = -6	G = -7	H = -14	I = -9
> COC(=O)c1ccc(Nc2ccc3nonc3c2[N+](=O)[O-])cc1
  A = -6	B = -6	C = -1.1	D = -7	E = -9	F = -3	G = 7	H = 38	I = -16
> Cc1cccc(NC(=O)c2nc[nH]c2C(=O)NCc2ccccc2)c1
  A = -18	B = 7	C = 0.4	D = 0	E = 10	F = -2	G = 34	H = 23	I = 32
> CCN(CC)C(=O)CSc1nc2nc(C)cc(C)c2c(=O)[nH]1
  A = -5	B = 17	C = -0.9	D = 4	E = -8	F = 0	G = 6	H = 14	I = -4

Compounds shown so far that have fluorine, in the order listed:
Key to letters – A = EBI2 antag; B = 697 NFkB inh; C = UPR CHOP act; D = Jurkat NFkB inh; E = CCR6 antagonist; F = UPR XBP1 act; G = Gli-Sufu block; H = Mdm2 MdmX PPI; I = CXCR6 inh
> O=C(C1=C(O)C(=O)N(CCCn2ccnc2)C1c1ccc(F)cc1)c1ccco1 (stereo unspecified)
  A = 10	B = 4	C = -0.3	D = 9	E = .	F = 0	G = .	H = 0	I = 1
> COc1ccc(C(=O)Nc2nc(CC(=O)NCc3ccc(F)cc3)cs2)cc1
  A = 8	B = -3	C = 2.9	D = 2	E = 10	F = -3	G = -22	H = 24	I = -10

Going on with the list.
Key to letters – A = EBI2 antag; B = 697 NFkB inh; C = UPR CHOP act; D = Jurkat NFkB inh; E = CCR6 antagonist; F = UPR XBP1 act; G = Gli-Sufu block; H = Mdm2 MdmX PPI; I = CXCR6 inh
> COCCNC(=O)COC(=O)c1cc(-c2ccc(OC)cc2)nc2ccccc12
  A = -9	B = -2	C = 1.6	D = 4	E = 6	F = 0	G = -20	H = -4	I = 1
> COC(=O)c1cccc(NC(=O)CN2CCC(NC(=O)c3cc(OC)c(OC)c(OC)c3)CC2)c1
  A = 5	B = 28	C = 0.0	D = 7	E = 0	F = -1	G = 8	H = 21	I = -1
> CC(C)c1ccc(/C=C/C(=O)NC(=S)Nc2ccc(CN3CCOCC3)cc2)cc1
  A = 12	B = 3	C = 11	D = -11	E = -14	F = 5	G = 5	H = -18	I = -7
> COc1ccc(S(=O)(=O)Nc2cc(C)ccn2)cc1OC
  A = -5	B = -7	C = -0.8	D = -6	E = 6	F = -2	G = 4	H = -5	I = -2
> Cc1cc(NC(=O)c2ccc([N+](=O)[O-])cc2)n(CCC#N)n1
  A = -4	B = 3	C = 2.4	D = 3	E = -7	F = -2	G = -28	H = -2	I = -12
> COc1ccccc1C1CC(c2ccc(NS(C)(=O)=O)cc2)=NN1S(=O)(=O)c1ccccc1 (stereo unspecified)
  A = 1	B = -2	C = 0.8	D = 21	E = 8	F = -4	G = -1	H = 27	I = 1
> COc1ccc(S(=O)(=O)N2CCOC2CNC(=O)C(=O)NCCN2CCOCC2)cc1 (stereo unspecified)
  A = 5	B = 17	C = 1.1	D = -1	E = 4	F = -1	G = -7	H = 2	I = -2
> COc1ccccc1OCCOCCOc1ccc(C)cc1Br
  A = 8	B = 0	C = 0.0	D = -2	E = 14	F = 0	G = -9	H = 6	I = 4
> CC(C)Cc1nnc(NC(=O)CCc2c[nH]c3ccccc23)s1
  A = 5	B = -6	C = 0.0	D = -14	E = 7	F = 1	G = -15	H = 17	I = -6
> Cn1nccc1C(=O)OCC(=O)Nc1ccccc1
  A = -1	B = 1	C = 0.4	D = 7	E = 9	F = 1	G = -25	H = -16	I = -8
> CCCc1ccc(OCC(=O)O)cc1
  A = 3	B = 2	C = -2.7	D = -20	E = 8	F = 1	G = 0	H = 14	I = 0
> CC(C)C(=O)Nc1ccc(C(=O)NNC(=O)CCc2ccccc2)cc1
  A = -18	B = 14	C = 0.8	D = -3	E = -5	F = -3	G = -11	H = 10	I = -6
> CCC(=O)NCC(c1ccco1)N1CCN(c2ccc(OC)cc2)CC1 (stereo unspecified)
  A = -11	B = 27	C = 0.4	D = 6	E = 8	F = -2	G = -1	H = 13	I = -6
> Cc1ccc(C)c(NC(=O)CSc2n[nH]c(-c3ccccn3)n2)c1
  A = -3	B = -9	C = -0.5	D = -4	E = 24	F = 3	G = -26	H = 29	I = 4
> Cc1sc(NC(=O)c2ccco2)c(C(c2cccnc2)N2CCC(C)CC2)c1C (stereo unspecified)
  A = -1	B = 36*	C = 0.3	D = 36	E = 20	F = 2	G = 11	H = 74*	I = 6
> COC(=O)c1sccc1NC(=O)Nc1ccc(OC)cc1OC
  A = 3	B = 14	C = 0.6	D = 1	E = 9	F = -3	G = 2	H = 3	I = -1
> Cc1c(C(=O)NCc2ccccn2)oc2ccc(S(=O)(=O)N3CCOCC3)cc12
  A = 0	B = -19	C = -2.0	D = -8	E = -15	F = -3	G = 5	H = -8	I = 2
> Cc1ccc(C(=O)N2CCN(c3ncccn3)CC2)cc1NC1=NC2CS(=O)(=O)CC2S1 (stereo unspecified)
  A = 9	B = 10	C = 0.1	D = 13	E = -10	F = 0	G = 2	H = 3	I = 1
> C=CC(=O)OCCOCCOCCOCCOC(=O)C=C
  A = 1	B = 0	C = 9.6	D = 7	E = 10	F = 2	G = 19	H = 29	I = 7
> COc1cccc(C2(O)CCN(C(=O)c3cccs3)CC2)c1
  A = -1	B = -37	C = -0.9	D = 0	E = 6	F = -1	G = 2	H = -18	I = 2
> CC(C)(C)OC(=O)N/N=C/c1c[nH]c2ccccc12
  A = -8	B = -15	C = 6.0	D = -27	E = 6	F = 0	G = 10	H = -6	I = -7
> CCOc1ccc(-c2cccc(NS(=O)(=O)c3cc([N+](=O)[O-])ccc3C)c2)nn1
  A = -1	B = 4	C = -1.2	D = 6	E = 5	F = 0	G = -2	H = 13	I = 2
> CCc1c(C)sc(NC(=S)N2CCN(S(C)(=O)=O)CC2)c1C(=O)OC
  A = 3	B = 0	C = -1.6	D = 5	E = 4	F = 2	G = 3	H = 11	I = -1
> CCOc1ccc(NC(=S)NCCN2CCN(Cc3ccccc3)CC2)cc1
  A = 12	B = 13	C = -0.4	D = -2	E = 19	F = 1	G = 7	H = 9	I = 0
> COC(=O)c1[nH]c2ccc(C)cc2c1NC(=O)CN1CCCC(C)(C)C1
  A = 1	B = 0	C = -1.8	D = -6	E = 16	F = 3	G = -2	H = 31	I = 1
> COc1ccc2ccn(S(=O)(=O)c3ccccc3)c2c1
  A = 13	B = -16	C = 1.3	D = 2	E = 12	F = -3	G = -16	H = 4	I = 8
> COc1ccc(S(=O)(=O)N2CC(C(=O)O)Oc3ccc(CC(=O)O)cc32)cc1 (stereo unspecified)
  A = -13	B = -39	C = 0.5	D = -19	E = 1	F = 1	G = -3	H = -12	I = 0
> COc1ccc(C(=O)n2nc(-c3ccco3)nc2N)cc1
  A = -16	B = 16	C = 0.3	D = 1	E = 10	F = 2	G = -1	H = -3	I = -3
> CCOC(=O)N1CCN(C(=O)c2cc3cc(C)ccc3[nH]2)CC1
  A = 88*	B = 9	C = 0.4	D = 5	E = -14	F = 0	G = 4	H = 25	I = 6
> O=C(Nc1ccncc1)c1ccc(Cl)c(Cl)c1
  A = -6	B = -2	C = 2.4	D = -8	E = -11	F = 3	G = 0	H = 1	I = -13
> COc1ccc(CNC(=O)c2noc3c2CCCC3)cc1
  A = -1	B = -11	C = 0.2	D = -8	E = 0	F = -2	G = -23	H = -23	I = -5

EBI2 antag, hit marks shown above.
SMILES,EBI2 antag,697 NFkB inh,Jurkat NFkB inh,CCR6 antagonist,UPR XBP1 act,Mdm2 MdmX PPI,CXCR6 inh
CCOC(=O)N1CCN(C(=O)c2cc3cc(C)ccc3[nH]2)CC1,88*,9,5,-14,0,25,6

This is a random part of the collection; any-hit rate near 5%.
